Tau ThT inhib = tau fibrillization inhibition (ThT binding). P10636. recombinant tau K18 P301L, heparin-induced fibrillization, ThT fluorescence. Potency, µM (highest dose often 57.4 µM), for the others: at the top dose activity, negative = inhibition, hits mostly inhibitors. 270,000 compounds, 2.1% hits; also: % is scaled to controls: 0 for no effect and ±100 for the full control effect; nearly all actives have a fitted effect of over 55% in size
Target sequence (P10636 561-689 P618L limits assumed): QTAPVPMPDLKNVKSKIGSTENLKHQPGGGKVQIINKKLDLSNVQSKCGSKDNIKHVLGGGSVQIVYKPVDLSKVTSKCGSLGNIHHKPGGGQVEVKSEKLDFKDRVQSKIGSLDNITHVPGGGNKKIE
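Heparin-induced (20 uM) aggregation of recombinant human K18 P301L tau, 15 uM unlabeled with 0.24 uM labeled, pH 7 acetate buffer, 6 hr at 37 C with compound. Fibrils quantified by 30 uM ThT fluorescence after 1 hr ambient incubation.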
RECQ1 helicase = blocks DNA unwinding by human RECQ1; AID 2549; RECQ1 DNA unwinding, red fluorescence kinetic read; Potency, µM (titrated, usually from 57.3 µM), for inactives: at the highest dose activity, negative = inhibition, actives largely listed as inhibitors; 240,000 compounds, 0.54% hits;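 also: plate controls were vehicle for no effect and no enzyme for full effect; nearly all actives have a fitted effect of over 30% in size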
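RECQ1T1 50 nM; forked duplex (20 bp + 30-nt ss tails) 200 nM, ATP 2 mM final; pH 8.0, 2 mM MgCl2, 2.5 ug/ml poly(dI-dC); 15 min compound preincubation; discontinuous kinetic read over 2 h at RT.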
HTT ATP protect = cytoprotection in Huntington HTT-Q103 PC12 cell model. 230,000 compounds, 0.14% hits. PC12 HTT-Q103 induced, cytoprotection, ATP luminescence, 40 h. AID 1471. Potency, µM (highest dose often 56.4 µM), for the others: cytoprotection (ATP increase), usual class: activators;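 also: % of control where 0% means no effect; nearly all actives have a fitted effect of over 45% in size; toxic huntingtin expression switched on by the ecdysone agonist tebufenozide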
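ATP quantification (ATPlite) reports survival of PC12 cells in which tebufenozide, 100 nM final, switches on Htt exon 1 with 103 glutamines linked to GFP; compounds are titrated.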
L3MBTL1 block = blocks human L3MBTL1. AlphaScreen L3MBTL1–H3K9me1 peptide binding. 230,000 compounds, 0.66% hits. Q9Y468. AID 485360. Potency, µM (top dose mostly 57.1 µM), inactives show at the top dose activity, negative = inhibition, actives largely listed as inhibitors; also: % is scaled to controls: 0 for no effect and ±100 for the full control effect; nearly all actives have a fitted effect of over 60% in size
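AlphaScreen proximity signal between nickel-chelate acceptor and streptavidin donor beads (final 10 ug/mL) reports binding of 50 nM L3MBTL1 to 75 nM biotin-H3 K9me1 peptide; complex incubated with compounds 30 min at room temperature; cefsulodin titration as control.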
TexasRed fluor = counter-screen for TRb-SRC2 inhibitors: fluorescence interference. TRb/SRC2 Texas Red total fluorescence interference. AID 1479. Potency, µM (top dose mostly 106 µM), inactives show top-dose fluorescence change, negative = quenching. 280,000 compounds, 0.29% hits; active = well fitted curve in either direction with a large enough effect; inconclusive = small, poorly fitted or top-dose-only effect; also: % is scaled to controls: 0 for no effect and ±100 for the full control effect
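Flags fluorescent or light-absorbing compounds by total fluorescence, S + 2P, at 555 nm excitation and 632 nm emission. Mixture: 20 nM Texas Red SRC2 peptide, 0.6 uM human TRb LBD, 1 uM T3, 5% DMSO; compound exposure 5 h at ambient temperature.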
TRb SRC2 PPI = TRbeta-SRC2 interaction inhibition; AID 1469; TRbeta-SRC2 peptide binding, fluorescence polarization; receptor liganded with 1 µM T3; Potency, µM (doses to about 106 µM), for inactives: at the top dose activity change, negative = inhibition, hits mostly inhibitors; 280,000 compounds, 0.065% hits;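 also: plate controls were bound peptide for no effect and peptide without receptor for full effect; nearly all actives have a fitted effect of over 50% in size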
Target sequence (P10828 whole entry, looked up): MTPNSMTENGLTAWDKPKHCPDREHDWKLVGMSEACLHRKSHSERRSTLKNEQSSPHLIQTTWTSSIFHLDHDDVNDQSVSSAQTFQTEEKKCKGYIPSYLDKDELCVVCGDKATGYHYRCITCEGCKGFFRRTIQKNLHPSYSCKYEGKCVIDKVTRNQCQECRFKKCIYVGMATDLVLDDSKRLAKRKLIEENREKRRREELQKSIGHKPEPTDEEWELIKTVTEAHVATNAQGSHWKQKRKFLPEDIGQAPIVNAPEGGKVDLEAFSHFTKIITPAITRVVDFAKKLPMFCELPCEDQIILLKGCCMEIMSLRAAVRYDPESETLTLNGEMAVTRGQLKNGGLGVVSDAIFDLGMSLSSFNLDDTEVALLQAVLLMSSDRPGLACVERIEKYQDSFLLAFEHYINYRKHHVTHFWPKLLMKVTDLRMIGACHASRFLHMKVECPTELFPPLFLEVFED
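A fluorescence polarization screen tested compounds at multiple concentrations against complex formation between 0.6 uM TRb ligand-binding domain and 20 nM Texas Red SRC2 peptide, with 1 uM T3 present; readout after 5 hr.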
Tau fluor cs = counter-screen for tau fibril formation inhibitors | tau K18 P301L Alexa594 fluorescence, heparin fibrillization | Potency, µM (highest dose often 57.7 µM), for the others: at the highest dose activity change, negative = decrease | 280,000 compounds, 0.93% hits | AID 1463; also: % is scaled to controls: 0 for no effect and ±100 for the full control effect; nearly all actives have a fitted effect of over 55% in size
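Human tau K18 P301L (15 uM unlabeled, 0.24 uM Alexa 594-labeled) in 100 mM sodium acetate pH 7 with 20 uM heparin, 6 hr at 37 C. ThT 30 uM added, 1 hr ambient; Alexa 594 FP and total fluorescence read at 555/632 nm.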
Tau fibril FP = blocks human tau fibril formation measured by polarization. P10636. 280,000 compounds, 0.39% hits. Potency, µM (highest dose often 57.7 µM), for inactives: top-dose activity, negative = inhibition, hits mostly inhibitors. K18 P301L tau heparin fibrillization, Alexa594 FP, 6 h; also: % is scaled to controls: 0 for no effect and ±100 for the full control effect; nearly all actives have a fitted effect of over 55% in size
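Recombinant K18 P301L […], labeled with Alexa 594 at 0.24 uM over 15 uM unlabeled; heparin inducer 20 uM final; 37 C, 6 hr; FP endpoint.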
Active calls of the source: *; i = inactive; ? = inconclusive; · = no result given; & = joins results of further samples; [ ] = dose if it differs, or a comment. Unless noted, calls follow the shape of the dose curve; as a rule, active = well fitted curve in the direction sought with a large enough effect; inconclusive = small, poorly fitted or top-dose-only effect, or another doubt; inactive = no such curve, though single readings can be large; an effect the other way counts as inactive or inconclusive. Potency is read from the fitted curve at half-maximal effect. Some of the compounds tested (hit frequency here may not be typical).

entry	SMILES	Tau ThT inhib	HTT ATP protect	TRb SRC2 PPI	Tau fibril FP
1	COc1cc(C)nc(N2CCCC(C(=O)Nc3cccc(Cl)c3Cl)C2)n1 (stereo unspecified)	3%	2%	7%	3%
2	O=CN1CCN(C(C(=O)NC2CCCCC2)c2cc3c(cc2[N+](=O)[O-])OCO3)CC1 (stereo unspecified)	?	-2%	6%	-7%
3	Fc1cc(F)c(F)c(SCCc2ccncc2)c1F	-3%	-22%	7%	5%
4	CN1CCN(CC#CCC2(O)c3ccccc3-c3ccccc32)CC1	-7%	-16%	7%	-11%
5	CC(C)(C)c1ccc(S(=O)(=O)NC(Cc2ccccc2)C(=O)O)cc1 (stereo unspecified)	?	-3%	6%	-6%
6	CCOc1ccc(NC(=O)CN2CCN(CC(=O)Nc3ccc(F)cc3)CC2)cc1	-7%	-6%	3%	-4%
7	Cc1cccc(NC(=O)COc2ccc(Br)cc2)n1	-5%	-9%	-20%	-13%
8	COc1cc(OC)cc(C(=O)NCc2ccc(-n3cccc3)cc2)c1	1%	-53%[inhibitor]	0%	-12%
9	Cc1ccc(S(=O)(=O)/C=C/C#N)cc1	?	-197%[inhibitor]	-1%&-8%	-20%
10	CC(=O)C1=C(O)C(=O)N(CCCN2CCOCC2)C1c1ccccc1[N+](=O)[O-] (stereo unspecified)	25µM*	-6%[10 µM]	-3%	?
11	Cc1ccc2[nH]c(CSc3nnc(NC(=O)COc4ccccc4F)s3)cc(=O)c2c1	0%	·	3%	?
12	CC1=CC(=C2C(=O)c3ccccc3C2=O)C=C(C)N1Cc1ccco1	18µM*	-35%	-13%	7%

entry	RECQ1 helicase	Tau fluor cs	L3MBTL1 block	TexasRed fluor
1	-6%	6%	-4%[11.4 µM]	-5%
2	-10%	-17%	-22%	0%
3	-4%	-2%	·	0%
4	-4%	-4%	·	-1%
5	9%	-15%	·	2%
6	-11%	-8%	5%	2%
7	-18%	0%	7%	0%
8	-1%	-14%	12%	-1%
9	4%&1%	-5%	·	-1%&0%
10	53%[activator]	?	·	1%
11	·	9%	·	0%
12	-13%	-11%	-6%	-5%

5 compounds out of the list, ordered by formula weight, falling.
entry	SMILES	Tau ThT inhib	HTT ATP protect	TRb SRC2 PPI	Tau fibril FP
5	CC(C)(C)c1ccc(S(=O)(=O)NC(Cc2ccccc2)C(=O)O)cc1 (stereo unspecified)	?	-3%	6%	-6%
8	COc1cc(OC)cc(C(=O)NCc2ccc(-n3cccc3)cc2)c1	1%	-53%[inhibitor]	0%	-12%
12	CC1=CC(=C2C(=O)c3ccccc3C2=O)C=C(C)N1Cc1ccco1	18µM*	-35%	-13%	7%
7	Cc1cccc(NC(=O)COc2ccc(Br)cc2)n1	-5%	-9%	-20%	-13%
3	Fc1cc(F)c(F)c(SCCc2ccncc2)c1F	-3%	-22%	7%	5%

entry	RECQ1 helicase	Tau fluor cs	L3MBTL1 block	TexasRed fluor
5	9%	-15%	·	2%
8	-1%	-14%	12%	-1%
12	-13%	-11%	-6%	-5%
7	-18%	0%	7%	0%
3	-4%	-2%	·	0%

New compounds follow.
entry	SMILES	Tau ThT inhib	HTT ATP protect	TRb SRC2 PPI	Tau fibril FP
13	COc1cccc(NC(=O)NCc2ccc(F)cc2)c1	5%	·	5%	3%
14	Cc1noc2ncnc(Sc3ccc(Br)cc3)c12	?	-200%[inhibitor]	-6%	?
15	Cc1nnc(SCC(=O)N2CCC(C(N)=O)CC2)s1	-6%	25%[10 µM]	-1%	-1%
16	CCOc1ccc(CNC(=O)c2ccc3c(c2)nc2n3CCCCC2)cc1	-4%	·	-7%	-2%
17	O=C(O)CCCn1cc(NC(=O)c2ccco2)cn1	-5%	·	-4%	2%
18	CCCC(=O)NC(=S)c1c(C)n(C)n(-c2ccccc2)c1=O	-8%	-9%	2%	-8%
19	O=C(O)CCC(=O)Nc1ccc(-n2ccc(C(F)(F)F)n2)cc1	·	-19%[10 µM]	-7%	-6%
20	O=C(CCc1nc2ccccc2s1)OCc1ccccc1F	-13%	10%[10 µM]	3%	-4%
21	COc1ccc(OC)c(CC(NC(C)=O)C(=O)NC2CCN(c3cc(C)nc4ncnn34)CC2)c1 (stereo unspecified)	0%	-10%[10 µM]	3%	-3%
22	Cc1nc2cc(NC(=O)NCCC3=CCCCC3)ccc2o1	-11%	5%	0%	11%
23	CCCCN(CCCC)C1=Nc2ccccc2N/C1=C(/C#N)C(=O)OCC	?	-18%	5%	1%
24	NC(=O)c1ncc(C(F)(F)F)cc1Cl	-3%	-6%[10 µM]	-7%	7%

entry	RECQ1 helicase	Tau fluor cs	L3MBTL1 block	TexasRed fluor
13	i	2%	5%	5%
14	i	-11%	-5%[11.4 µM]	-3%
15	-2%	-3%	1%	-6%
16	·	-9%	·	-2%
17	16%	1%	7%	1%
18	1%	-2%	-3%	-1%
19	-2%	-7%	·	-2%
20	-8%	-14%	90%[activator]	1%
21	-2%	6%	10%	-2%
22	-8%	-6%	11%[11.4 µM]	-1%
23	-15%	-15%	-10%	3%
24	-1%	2%	16%	0%

entry	SMILES	Tau ThT inhib	HTT ATP protect	TRb SRC2 PPI	Tau fibril FP
25	CCN(CC)CCCC(C)Nc1nc(C)cc(Nc2ccc3nc(C)cc(N)c3c2)n1 (stereo unspecified)	?	10%	-1%	?
26	CCOC(=O)C1=C(C)C(c2cccc(Oc3ccccc3)c2)NC(=S)N1 (stereo unspecified)	-13%	·	-1%	4%
27	CCOC(=O)CC(NC(=O)Cn1nnc(-c2ccc(C(F)(F)F)cc2)n1)c1ccccc1Cl (stereo unspecified)	13%	·	3%	?
28	CCOC(=O)c1c(C)[nH]c(C)c1S(=O)(=O)NCC(=O)Nc1cccc(Cl)c1	2%	·	-3%	-4%
29	COc1cc(S(=O)(=O)NCCOC23CC4CC(CC(C4)C2)C3)c(OC)cc1Cl	0%	-11%[10 µM]	-18%	-1%
30	COc1ccc(NC(=O)N(C2CCCCC2)C(C)c2cccnc2)c(OC)c1 (stereo unspecified)	-19%	-9%	2%	0%
31	CCc1ccc(CNC(=O)c2ccc(CS(=O)(=O)Cc3cccc(C)c3)o2)cc1	-10%	·	-7%	0%
32	Cn1c(=O)c2c(nc(Br)n2CC(=O)c2cccs2)n(C)c1=O	2%	7%[10 µM]	-4%	6%
33	CCS(=O)(=O)Nc1cccc(-c2nc3cccnc3s2)c1	·	3%[10 µM]	-4%	-6%
34	COc1ccc2cc(C3CC(c4cccs4)=NN3S(C)(=O)=O)c(Cl)nc2c1 (stereo unspecified)	-1%	33%[10 µM]	-5%	-10%
35	OCCNCCSc1nc(C2CCCCC2)n(-c2ccccc2Cl)n1	-10%	12%[10 µM]	0%	-2%
36	CN(C)c1ccc(C(=O)NN2C(=O)c3ccccc3C2=O)cc1	-3%	-16%	-2%	4%

entry	RECQ1 helicase	Tau fluor cs	L3MBTL1 block	TexasRed fluor
25	-4%	-15%	·	-4%
26	-20%	-15%	-2%	1%
27	·	-16%	·	-19%
28	·	-10%	·	-2%
29	-11%	-2%	19%	1%
30	-8%	-8%	-2%	0%
31	·	-11%	·	0%
32	-11%	-5%	·	-7%
33	-1%	-14%	·	1%
34	-9%	-17%	-15%	-1%
35	-5%	-9%	2%	-1%
36	-3%	-19%	·	-2%

Whole records as entered above. Values in the order: Tau ThT inhib, HTT ATP protect, TRb SRC2 PPI, Tau fibril FP, RECQ1 helicase, Tau fluor cs, L3MBTL1 block, TexasRed fluor
Listed for CCOC(=O)c1c(C)[nH]c(C)c1S(=O)(=O)NCC(=O)Nc1cccc(Cl)c1 : 2%, ·, -3%, -4%, ·, -10%, ·, -2%
Listed for COc1ccc(NC(=O)N(C2CCCCC2)C(C)c2cccnc2)c(OC)c1 (stereo unspecified) : -19%, -9%, 2%, 0%, -8%, -8%, -2%, 0%

The list continues.
entry	SMILES	Tau ThT inhib	HTT ATP protect	TRb SRC2 PPI	Tau fibril FP
37	O=C(NC(=S)NCCCN1CCOCC1)c1cccc2ccccc12	1%	-21%[10 µM]	-10%	3%
38	CCOc1c(C)cc2[nH]c(CCC(=O)O)nc2c1C	-22%	8%[1.9 µM]	15%	-2%
39	CCC(=O)c1ccc(N2CCC(C)CC2)c(F)c1	-22%	7%[10 µM]	10%	-3%
40	COc1ccc(NC(=O)C(NC(C)=O)C(=O)NCc2ccccc2)cc1 (stereo unspecified)	-7%	-26%	2%	6%
41	Cn1ncc(Cl)c1C(=O)Nc1cccc(Cl)c1	13µM*	2%[10 µM]	-2%	?
42	COc1cc(/C=C/CO)cc(OC)c1O[C@@H]1O[C@H](CO)[C@@H](O)[C@H](O)[C@H]1O	-3%	·	-4%	-11%
43	CCOc1ccc(NC(=O)c2ccc(N)cc2)cc1	-14%	-23%[10 µM]	0%	8%

entry	RECQ1 helicase	Tau fluor cs	L3MBTL1 block	TexasRed fluor
37	-6%	7%	-5%	-7%
38	-4%	-14%	7%	1%
39	-6%	-22%	9%	-1%
40	i	-4%	0%	0%
41	-1%	-28%	-3%	-4%
42	-2%	-5%	8%	-2%
43	0%	-4%	18%	0%
